MC4R antag cAMP: antagonists of human melanocortin 4 receptor (MC4R); P32245; AID 540295; inhibition, % at 6.5 µM; 0.48% of 360,000 active; MC4R-expressing cells, MTII-stimulated cAMP, LANCE TR-FRET;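 active = inhibition above its plate's cutoff, the mean of tested wells on that plate plus 3 SD, cut at about 29% in these data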;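 also: 0% = Melanotan II alone and 100% = Melanotan II plus saturating MCL0020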
Target sequence (P32245 whole entry, looked up): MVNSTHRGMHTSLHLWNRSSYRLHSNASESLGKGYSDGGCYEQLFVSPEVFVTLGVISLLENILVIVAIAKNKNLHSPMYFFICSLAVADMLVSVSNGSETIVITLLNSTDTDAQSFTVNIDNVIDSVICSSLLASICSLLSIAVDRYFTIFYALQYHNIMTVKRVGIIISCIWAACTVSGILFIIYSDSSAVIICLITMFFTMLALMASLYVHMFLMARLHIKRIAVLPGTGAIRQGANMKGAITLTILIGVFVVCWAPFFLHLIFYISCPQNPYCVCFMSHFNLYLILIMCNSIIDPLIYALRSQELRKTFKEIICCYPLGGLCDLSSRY
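Assay system: human MC4R-expressing U2OS cells; reagent: Melanotan II stimulation of cells; dosing: 6.5 µM single dose; timing: compound 30 min, challenge 1 h, detection 1 h; signal: TR-FRET cAMP assay; replicates: one well per compound, no replicates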
H9c2 protect: modulators protecting cardiomyocytes from myocardial damage; H9c2 cardiomyocytes, H2O2 injury protection, ATPLite, 2 h; protection from H2O2 cell death, % at 20 µM; 0.63% of 360,000 active; AID 588492;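 active = compounds giving at least 50% protection of heart cells from peroxide-induced death in the single-dose screen, raw or plate-pattern-corrected value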;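 also: 0% = DMSO wells with peroxide and 100% = DMSO wells without peroxide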
ABHD5-PLIN5 inh: inhibitors of human ABHD5-perilipin-5 interaction; 0.78% of 360,000 active; inhibition, % at 4 µM; AID 602281; Split G. princeps luciferase complementation, luminescence, 4 h;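 active = inhibition above the mean inhibition across every tested compound plus 3 SD, cut at about 22% in these data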;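 also: 0% = DMSO only wells and the 100% control is not disclosed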
PDI turbidity: inhibitors of human protein disulfide isomerase | 0.052% of 350,000 active | P07237 | inhibition, % at 10 µM | AID 588391 | PDI insulin aggregation turbidity, A650, 90 min;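 active = mean inhibition across replicates of 30% or more, whatever share of single replicates reach that level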;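 also: absorbance from insulin aggregation driven by PDI reduction with DTT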
Target sequence (P07237 whole entry, looked up): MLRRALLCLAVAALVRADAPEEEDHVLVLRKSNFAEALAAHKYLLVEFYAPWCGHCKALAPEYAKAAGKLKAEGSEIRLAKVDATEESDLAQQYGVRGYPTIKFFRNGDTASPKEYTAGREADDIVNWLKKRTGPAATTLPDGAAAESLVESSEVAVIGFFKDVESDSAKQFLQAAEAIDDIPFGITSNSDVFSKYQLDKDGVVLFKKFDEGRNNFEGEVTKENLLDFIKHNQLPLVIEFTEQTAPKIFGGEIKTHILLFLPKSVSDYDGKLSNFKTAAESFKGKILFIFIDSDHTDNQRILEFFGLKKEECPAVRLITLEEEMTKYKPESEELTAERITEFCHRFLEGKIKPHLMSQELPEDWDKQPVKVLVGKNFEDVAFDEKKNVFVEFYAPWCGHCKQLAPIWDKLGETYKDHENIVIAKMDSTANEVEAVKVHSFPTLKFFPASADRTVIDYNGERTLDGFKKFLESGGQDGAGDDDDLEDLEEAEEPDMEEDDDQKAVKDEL
m5-HT2A agonist: mouse HTR2A agonism via beta-arrestin recruitment; CHO-K1 mHTR2A beta-arrestin complementation, luminescence; percent of 30 µM serotonin response; activation, % at 7.6 µM; 0.66% of 360,000 active;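 active = activation above a run cutoff, the mean activation of all tested compounds plus 3 SD, cut at about 14% in these data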;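 also: 0% = plate median of compound wells and 100% = 30 µM serotonin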
Glyco luc inh: N-linked glycosylation inhibition; D54 ERlucT glycosylation luciferase reporter, 24 h; percent of 100 nM tunicamycin response; reporter increase, % at 12.5 µM; 0.23% of 360,000 active; AID 588692;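 active = mean luciferase reporter signal, scaled so untreated is 0 and the glycosylation-blocking control 100, at or above a set limit in every replicate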;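 also: luciferase carries N-glycosylation sites so blocking glycosylation raises the light; 0% = median of neutral control wells and 100% = median of 100 nM tunicamycin wells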
CaV13 ICDI inh: Disruptors of the CACNA1D IQ motif to Ca2+-dependent inactivation inhibitor domain association, primary screening, Förster resonance energy transfer in intact living … | HEK cells, CFP/YFP FRET ICDI-IQ, plate reader, 10 min; percent FRET-ratio fall versus neutral wells | 0.098% of 340,000 active | inhibition, % at 12.3 µM | AID 743397;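 active = mean replicate inhibition of at least 30% and at least 1% of replicates passing that level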;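 also: 0% = median of the neutral control wells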
MC4R barr agon: activates human MC4R beta-arrestin recruitment | U2OS MC4R beta-arrestin complementation, luminescence; percent of melanotan II response, DMSO zero | 0.98% of 360,000 active | P32245 | AID 540308 | activation, % at 8.9 µM;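 active = activation above a per-plate cutoff, the mean activation of sample wells on that plate plus 3 SD, cut at about 8% in these data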
Exocytosis inh: lytic granule exocytosis inhibition; TALL-104 LAMP-1 surface exposure, flow cytometry; cells stimulated with thapsigargin and PMA; inhibition, % at 10 µM; 0.66% of 360,000 active;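 active = inhibition above about 55%, limit read from the data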
ABCB6 inh 2: blocks the human ABCB6 transporter. 0.19% of 360,000 active. Q9NP58. K562-ABCB6 porphyrin accumulation, flow cytometry, 1 h; active compounds read low. AID 602162. fluorescence ratio to DMSO, % at 10 µM;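 active = fluorescence ratio to DMSO below 75%, the collection mean minus 3 SD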;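 also: signal is porphyrin accumulated inside mitochondria; 100% equals median channel fluorescence of DMSO control wells; lower ratio means ABCB6 inhibition with less porphyrin fluorescence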
The depositor's hits bear a star; x = no result given.

compound,MC4R antag cAMP,H9c2 protect,ABHD5-PLIN5 inh,PDI turbidity,m5-HT2A agonist,Glyco luc inh,CaV13 ICDI inh,MC4R barr agon,Exocytosis inh,ABCB6 inh 2
COc1ccc(C(=O)N2CCN(CCCc3ccccc3)CC2)cc1OC,8.8,-6.1,2.9,-9.7,-12.0,-1.0,-3.6,0.1,2.7,98.0
CC(=O)c1c(COC(=O)c2ccccc2Cl)nc2ccccc2[n+]1[O-],5.0,-4.7,-0.1,11.7,-3.1,-1.2,-14.2,0.0,-4.8,97.0
Cc1ccc(S(=O)(=O)N(C)CC(=O)NC2CC(C)(C)NC(C)(C)C2)cc1,1.4,3.9,0.9,-9.7,-1.0,1.3,-4.9,-0.4,-1.8,95.0
CCOc1cc(/C=N/NC(=O)c2cccs2)ccc1OC(=O)N1CCOCC1,17.1,24.0,-5.2,-2.1,1.7,1.4,-3.7,0.5,-4.4,99.0
O=C(NC1CCCCC1)N(Cc1nc2ccccc2c(=O)[nH]1)C1CCCC1,10.2,-4.8,-0.2,1.3,-2.9,-0.7,-5.9,-2.0,-0.7,118.0
O=C(Cc1ccc([N+](=O)[O-])cc1)N1CCN(c2ccc([N+](=O)[O-])cc2)CC1,1.0,-17.2,7.4,-1.3,10.6,6.2,-4.0,-0.2,31.3,97.0
COc1ccc(C(=O)NNC(=O)C(=O)NCc2ccccc2)cc1,8.9,-0.5,-5.3,-2.0,0.3,-0.2,-2.5,2.2,-0.1,99.0
NS(=O)(=O)c1ccc(CNC(=S)Nc2ccc(Cl)c(Cl)c2)cc1,-0.3,-9.8,3.2,20.7,-5.3,-3.4,10.1,-1.8,-2.5,102.0
Cc1ccc(C(=O)NCC(=O)OCC(=O)Nc2ccc3[nH]c(=O)[nH]c3c2)cc1,8.1,-0.6,-0.7,1.8,-7.5,0.4,-5.5,-2.8,-1.0,93.0
COC(=O)[C@@H](NC(=O)N(C1CCCCC1)C1CCCCC1)C(C)C,6.7,3.2,3.1,1.8,0.1,-1.3,-4.1,0.7,0.1,99.0

Overlap with the part before: two entries; new compounds follow.
compound,MC4R antag cAMP,H9c2 protect,ABHD5-PLIN5 inh,PDI turbidity,m5-HT2A agonist,Glyco luc inh,CaV13 ICDI inh,MC4R barr agon,Exocytosis inh,ABCB6 inh 2
Cc1ccc(C(=O)NCC(=O)OCC(=O)Nc2ccc3[nH]c(=O)[nH]c3c2)cc1,8.1,-0.6,-0.7,1.8,-7.5,0.4,-5.5,-2.8,-1.0,93.0
COC(=O)[C@@H](NC(=O)N(C1CCCCC1)C1CCCCC1)C(C)C,6.7,3.2,3.1,1.8,0.1,-1.3,-4.1,0.7,0.1,99.0
COc1ccccc1CC(=O)Nc1ccc(-c2noc(COc3cccc(C)c3C)n2)cc1,18.9,-16.9,-10.6,-3.6,-3.6,-4.1,-4.3,-1.3,0.4,99.0
CC1(C)Cc2c(cnn2-c2ccc(F)cc2)C(NC(=O)C2CCC2)C1 (centres undefined),2.8,-5.0,-7.7,6.9,-2.1,-1.2,x,-1.8,-3.3,88.0
CSc1nc2[nH]c3c(c2c2nnnn12)CCCC3,-14.8,-15.9,-2.0,-7.3,-5.2,4.8,-0.2,-1.1,0.4,96.0
CCCCSc1nc2sc3c(c2c(=O)[nH]1)CCC3,1.2,3.3,0.0,3.7,7.0,-2.5,-7.4,0.4,-1.3,105.0
COCCCN1C(=O)C2C(C(=O)Nc3cccc(Cl)c3)C3C=CC2(O3)C1C(=O)NC1CCCCC1 (centres undefined),1.1,-1.1,-27.4,-2.8,-2.0,-0.5,x,-2.1,-4.7,95.0
Cn1c(=O)c2c(-c3ccccc3)n(Cc3cccnc3)cc2n(C)c1=O,2.7,3.1,3.0,7.2,-2.0,1.8,x,-1.1,7.5,105.0
Cc1cc(C)cc(NC(=O)COC(=O)CCC2CCCC2)c1,-0.2,-4.5,-11.4,10.9,2.4,-0.9,-2.0,3.7,-2.6,101.0
O=C(NN=Cc1c(O)ccc2ccccc12)c1ccc2c(c1)OCO2,-5.4,8.3,2.0,7.5,9.9,-6.6,-17.5,1.6,-4.1,98.0
C[C@H](CO)N1C[C@H](C)[C@@H](CN(C)C(=O)NC2CCCCC2)Oc2ccc(NS(C)(=O)=O)cc2C1=O,-1.3,5.7,1.9,10.4,11.5,1.9,-10.9,0.6,73.4*,97.0
O=C(COC(=O)c1cccs1)Nc1ccccc1C(F)(F)F,-2.4,2.3,-0.1,4.9,-3.0,1.1,-2.5,-3.8,-9.9,103.0

The listing continues.
compound,MC4R antag cAMP,H9c2 protect,ABHD5-PLIN5 inh,PDI turbidity,m5-HT2A agonist,Glyco luc inh,CaV13 ICDI inh,MC4R barr agon,Exocytosis inh,ABCB6 inh 2
CCN(CC)c1nc(Oc2ccc(C(=O)OC)cc2)nc(N2CCOCC2)n1,5.9,-5.0,-0.7,0.3,-0.3,-2.0,-13.2,0.4,5.3,96.0
CCN(c1ccccc1)S(=O)(=O)c1cc(CN2C(=O)c3cccnc3C2=O)ccc1OC,-1.0,2.0,-1.3,-0.5,3.2,-1.4,-4.3,0.4,-2.3,103.0
COC(=O)c1ccc(Cl)c(NC(C)=O)c1,0.8,2.1,6.4,5.3,1.1,0.4,-9.1,0.2,1.4,96.0
CCCOC(=O)Nc1sc2c(c1C(=O)OCC)CCC2,14.4,-11.9,-1.1,1.0,4.5,-1.8,x,1.6,4.2,101.0
COc1cc(/C=C2\SC(c3ccc(C)cc3)=NC2=O)cc(OC)c1O,-2.5,4.1,-19.5,-1.8,-2.0,5.8,-6.4,-3.6,2.7,116.0
O=C(O)C1CCCCC1C(=O)Nc1ccc(-c2ccccc2)cc1 (centres undefined),23.1,-4.9,-0.3,0.2,-0.7,2.5,-0.3,-0.3,-3.2,108.0
c1ccc(N2CCOCC2)c(Nc2nc3ccccc3n3cnnc23)c1,0.2,81.0*,6.5,13.0,2.1,1.4,-6.0,-0.3,-4.5,97.0
CCC/C(=N\NC(=O)c1ccccc1C)c1ccccc1,1.5,-2.1,-2.3,1.0,-2.1,-1.3,-5.5,-1.6,-1.3,98.0
CCCC[C@@H]1Cc2[nH][nH]c(=O)c2[C@H](c2cccc3ccccc23)O1,x,x,19.8,x,0.8,x,-4.7,x,8.7,98.0
COc1ccc(C2C(C#N)=C(N)Oc3c2sc2nc(C)cc(C)c32)cc1 (centres undefined),-4.3,-19.9,-3.2,-6.7,-1.2,0.0,x,-1.5,0.3,115.0

The listing continues.
compound,MC4R antag cAMP,H9c2 protect,ABHD5-PLIN5 inh,PDI turbidity,m5-HT2A agonist,Glyco luc inh,CaV13 ICDI inh,MC4R barr agon,Exocytosis inh,ABCB6 inh 2
OCc1ccnc2oc3ccccc3c12,2.1,10.6,4.8,-0.2,-2.7,3.7,-0.9,-1.1,-2.3,89.0
COc1ccc(-c2nnc(SCC(=O)Nc3cccc(Cl)c3)o2)cc1,-4.9,-11.0,1.2,-2.5,0.5,-3.9,-2.9,15.5*,10.4,96.0
CCOc1ccc2oc(C(=O)NNC(=O)c3csc(N4CCOCC4)n3)c(C)c2c1,1.6,1.2,7.3,21.3,3.0,1.8,-10.9,-3.9,-2.0,98.0
O=C(Nc1ccccc1N1CCCCC1)c1cc(S(=O)(=O)N2CCOCC2)ccc1Cl,2.0,-5.7,0.5,-13.9,0.8,-3.6,-7.1,-3.0,-7.2,88.0
COCCCNC(=O)/C=C/[C@H]1O[C@@H](n2cnc3c(NC(=O)c4ccccc4)ncnc32)[C@H](O)[C@@H]1O,x,-2.8,-2.5,x,3.5,2.6,-6.4,x,-5.2,99.0
CN(C)/C=C/C1=CC(=O)CC(C)(C)C1,7.8,1.9,-5.6,7.4,1.2,0.8,-6.7,-0.5,2.0,103.0
COc1ccc(CN2CCNC(=O)C2CC(=O)N(C)Cc2ccon2)cc1OC (centres undefined),-0.3,5.9,-0.7,-16.1,9.1,-1.2,-7.8,-1.1,3.5,97.0
O=C(N/N=C/c1ccc2c(c1)OCO2)C(=O)Nc1ccccc1,26.1,3.5,1.6,-5.5,-3.3,1.3,3.2,-0.1,8.1,96.0
COc1cc2c(cc1OC)C(c1ccccc1Cl)N(C)CC2 (centres undefined),6.8,1.7,4.2,0.8,-7.5,0.2,-1.8,-0.2,1.9,95.0
NC(=O)c1sc2nc3c(c(-c4ccco4)c2c1N)CCC3,9.2,13.3,1.7,0.3,3.8,-9.5,-11.4,1.0,-0.3,99.0

(further entries)
compound,MC4R antag cAMP,H9c2 protect,ABHD5-PLIN5 inh,PDI turbidity,m5-HT2A agonist,Glyco luc inh,CaV13 ICDI inh,MC4R barr agon,Exocytosis inh,ABCB6 inh 2
O=C(CCCC(=O)c1ccc(F)cc1)c1ccc(F)cc1,7.1,-7.1,7.2,-2.5,-7.5,-5.2,-19.2,-0.7,-3.6,98.0
Cc1c(SCCO)c(=O)[nH]c2cc3c(cc12)OCO3,14.6,7.8,-0.1,-2.6,4.2,6.0,-7.0,-2.8,-1.5,91.0
COCCN1C(=O)C(=O)/C(=C(/O)c2ccc(C)cc2)C1c1ccccn1 (centres undefined),22.2,-5.3,-3.0,11.1,-1.3,1.2,4.0,-2.2,-1.9,97.0
O=[N+]([O-])c1ccc(S(=O)(=O)Nc2nc3ccccc3nc2Nc2ccccc2)cc1,12.2,-10.5,1.1,0.9,-1.7,-7.2,-3.6,-0.3,2.5,101.0
COc1cccc(-c2nc3ccc([N+](=O)[O-])cc3o2)c1,18.3,-9.0,0.3,-0.3,6.1,-4.3,-11.1,3.2,-2.0,101.0
CCOC(=O)CC1(NC(=O)c2cc(COc3c(F)cccc3F)on2)CCCCC1,-0.3,-5.2,-9.8,4.3,-1.5,-3.7,-2.7,-3.4,1.1,99.0
CC1CCCCC1NC(=O)CN(C)S(=O)(=O)c1cccc2nsnc12 (centres undefined),-4.3,7.4,-1.0,-8.3,5.2,0.4,x,-1.8,-1.4,95.0
COc1ccc(/C=N/NC(=O)CN2CCN(Cc3ccccc3)CC2)cc1Br,-5.9,-2.3,3.9,0.6,-5.7,-0.1,-13.7,1.4,7.0,97.0
Cc1cc(C)n(-c2nc(SCC(=O)N3CCCC3)c3c4c(sc3n2)CCCC4)n1,9.3,-3.4,8.0,-1.2,-4.2,-1.7,-5.1,3.7,-3.7,97.0

Source: PubChem
